High-throughput results as filed in PubChem.
OX1R antag = blocks the human orexin 1 receptor. hit rate 1.8% among 330,000. inhibition, % at 6.6 µM. AID 485270. O43613. OX1R-expressing cells, FRET antagonist read-out; in the data active = inhibition mostly above about 38%, no sharp cut-off; inactive = mostly below about 40%;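 also: 0% = agonist challenge alone and 100% = reference antagonist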
Target sequence (O43613 whole entry, looked up): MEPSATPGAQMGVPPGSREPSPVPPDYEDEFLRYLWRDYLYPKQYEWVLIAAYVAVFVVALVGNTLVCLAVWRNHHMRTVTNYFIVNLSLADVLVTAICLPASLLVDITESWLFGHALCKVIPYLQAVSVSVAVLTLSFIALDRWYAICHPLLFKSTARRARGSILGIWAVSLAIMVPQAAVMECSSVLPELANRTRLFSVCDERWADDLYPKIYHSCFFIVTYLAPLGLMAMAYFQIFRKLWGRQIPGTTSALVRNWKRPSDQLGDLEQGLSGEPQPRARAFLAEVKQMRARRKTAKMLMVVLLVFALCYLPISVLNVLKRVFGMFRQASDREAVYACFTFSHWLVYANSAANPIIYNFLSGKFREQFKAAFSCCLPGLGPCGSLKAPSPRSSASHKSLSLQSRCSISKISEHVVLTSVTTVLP
STK33 inh = blocks human STK33 kinase activity. Q9BYT3. hit rate 0.073% among 320,000. purified STK33, MBP phosphorylation, ADP-Glo luminescence. inhibition, % at 10 µM;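 active = inhibition at or above 25%, using the most active replicate where run in duplicate; inactive = inhibition below 25%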
Target sequence (Q9BYT3 whole entry, looked up): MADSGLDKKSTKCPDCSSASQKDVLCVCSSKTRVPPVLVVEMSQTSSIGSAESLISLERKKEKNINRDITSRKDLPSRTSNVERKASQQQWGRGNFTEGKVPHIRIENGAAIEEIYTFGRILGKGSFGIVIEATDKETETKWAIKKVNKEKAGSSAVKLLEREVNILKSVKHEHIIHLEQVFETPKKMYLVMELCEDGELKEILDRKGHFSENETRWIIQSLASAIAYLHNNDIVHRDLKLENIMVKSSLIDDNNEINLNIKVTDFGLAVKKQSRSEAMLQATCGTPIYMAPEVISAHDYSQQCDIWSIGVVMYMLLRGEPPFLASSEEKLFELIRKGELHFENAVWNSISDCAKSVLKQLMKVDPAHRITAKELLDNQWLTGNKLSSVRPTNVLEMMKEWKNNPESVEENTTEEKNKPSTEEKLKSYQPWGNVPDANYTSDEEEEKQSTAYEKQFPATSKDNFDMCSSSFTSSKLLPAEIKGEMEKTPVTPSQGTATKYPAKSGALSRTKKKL
Active calls of the source: *; · = not tested or not shown.

OX1R antag | STK33 inh | SMILES
15.3 | -2.6 | CCCN1C2=NCCCN2c2ccccc21
24.1 | -0.6 | S=c1[nH]ccn1Cc1ccccc1
31.6 | 0.7 | COCCN1C=C2C(=O)C(C)(OC(=O)C3CCCC3)C(=O)C=C2C=C1c1ccsc1 (stereo unspecified)
19.2 | -0.1 | C=CCN(CC=C)C(=O)COn1nnc2ccc(S(=O)(=O)N3CCOCC3)cc21
10.8 | · | CO[C@H]1CC[C@@]2(C)[C@@H](CC[C@@H]3[C@@H]2CC[C@@]2(C)[C@H]3C[C@H](C(=O)O)O[C@]23CCCO3)C1
19.8 | 0.9 | COc1ccccc1C(C)NCC(=O)NCC(=O)Nc1ccc(F)c(F)c1F (stereo unspecified)
16.8 | -2.3 | CN1CCN(c2ccc(NC(=O)COc3ccc4ccccc4c3)cc2)CC1
-1.0 | -1.8 | CCCCCC(=O)Nc1cccc(S(=O)(=O)NC2=NCCCCC2)c1
6.2 | · | Cc1[nH]nc(SCC(=O)NCc2ccccc2)c1[N+](=O)[O-]
3.4 | -1.1 | Cc1ccccc1NC(=S)NC(C)C(c1cccs1)N1CCOCC1 (stereo unspecified)
6.1 | -0.4 | CC(C)(C)OC(=O)C[C@@H]1C/C=C\C[C@@H](CC(=O)N[C@H](CO)Cc2ccccc2)C(=O)N2CCC[C@H]2COC1=O
3.4 | -0.4 | O=C1CN(S(=O)(=O)c2ccccc2)c2ccccc2N1
25.6 | -0.8 | COc1ccc(N(CC(=O)NC2CCCCCC2)S(=O)(=O)c2ccccc2)cc1Cl
2.8 | -0.2 | CCNC(=O)N(CC)C[C@H]1N[C@@](Cc2ccccc2)(C(=O)OC)[C@H]2C(=O)N(Cc3ccccc3)C(=O)[C@@H]12
3.7 | · | CCOc1ccc(S(=O)(=O)N2CCC(C(=O)OCc3ccc(OC)cc3)CC2)cc1
40.5 | -0.3 | COCCN1C=C2C(=O)C(C)(OC(=O)CCC(=O)OC)C(=O)C(Br)=C2C=C1c1ccc(OC)cc1 (stereo unspecified)
8.5 | -1.5 | O=C(NC1CCCCC1)C(c1ccc(F)cc1)N(Cc1ccco1)C(=O)CN1C(=O)c2ccccc2S1(=O)=O (stereo unspecified)
23.5 | 1.4 | CN(Cc1ccco1)S(=O)(=O)c1nnc(NC(=O)c2ccccc2Cl)s1
10.7 | · | C=CCNc1nc(Nc2ccc([N+](=O)[O-])cc2)nc(OC)n1
35.1 | 0.9 | CN(C)C(CNc1ccc(C(N)=O)cc1[N+](=O)[O-])c1ccccc1 (stereo unspecified)
4.6 | 1.7 | O=C(NC(=O)c1ccccc1)Nc1ccc(Cl)cn1
1.6 | -1.4 | C#CCC(NC(=O)c1ccc(C(F)(F)F)cc1)C(=O)NCCC (stereo unspecified)
73.2* | -1.3 | CCC1CN(S(=O)(=O)c2cc(-c3cc(C)no3)ccc2OC)c2cc(C)ccc2O1 (stereo unspecified)
2.6 | -0.1 | CN(C)C(=O)Cn1c(SCC(=O)NC2CCCCC2)nc2ccccc21
2.8 | -1.1 | CC(=O)Nc1ccc(S(=O)(=O)N(C)c2nc3ccccc3nc2Cl)cc1
20.0 | -1.0 | CN(C)CCCOC(=O)Cc1ccc(Cl)cc1
12.0 | 0.6 | CSCCC(NC(=O)c1ccc(Cl)cc1)C(=O)OCC(=O)Nc1ccc(C#N)cc1 (stereo unspecified)
3.1 | · | COc1ccc(C(=O)N2CC(=O)Nc3ccccc32)cc1S(=O)(=O)N1CCOCC1
13.8 | -0.1 | CC1(C)CC2CC(C)(CN2CC(=O)C(C#N)c2ccccc2)C1 (stereo unspecified)
18.2 | 1.7 | O=C(Nc1ccc(N2CCOCC2)cc1)c1ccc(Br)o1
16.7 | 0.6 | CCOC(=O)CN1c2ccccc2NC(=O)CC1C (stereo unspecified)
5.4 | 1.1 | COc1ccc(Br)cc1C(=O)Nc1ccc(O)cc1
12.4 | -1.2 | CC(C)COC(=O)n1c(SCC(N)=O)nc2ccccc21
15.3 | -1.4 | O=[N+]([O-])c1cccc(-c2nn(-c3ccccc3)cc2CO)c1
25.4 | 0.3 | O=C(Nc1cc([N+](=O)[O-])ccc1Cl)c1cccnc1
12.5 | -0.8 | Cc1nc(SCC(=O)Nc2ccc(N3CCOCC3)cc2)nc(C)c1C

Part of the list above, set out differently.
Each structure is followed by: OX1R antag, STK33 inh
COc1ccc(Br)cc1C(=O)Nc1ccc(O)cc1
    5.4, 1.1
CN(C)CCCOC(=O)Cc1ccc(Cl)cc1
    20.0, -1.0

New compounds follow:
OX1R antag | STK33 inh | SMILES
5.6 | 0.2 | CCOc1ccc(C(=O)Nc2ccc(C(F)(F)F)n(C)c2=O)cc1
· | 8.1 | COc1ccc(NC(=O)NNC(=O)C(C)Oc2ccc3ccccc3c2)cc1 (stereo unspecified)
14.6 | · | O=C(NCCCN1CCCC1)c1ccc2c(c1)N(Cc1ccccc1F)C(=O)c1ccccc1S2(=O)=O
8.9 | -0.9 | O=C(CC1Sc2ccccc2NC1=O)OCC(=O)N1CCc2ccccc21 (stereo unspecified)
12.9 | -0.3 | Cc1ccc(S(=O)(=O)N(C)CC(=O)N/N=C/c2ccc(C)o2)cc1
9.4 | -0.9 | CC(/C=C1\SC(=S)N(NC(=O)c2cccc(O)c2)C1=O)=C\c1ccccc1
21.1 | -0.8 | Fc1ccccc1Cn1cnc(NC(=S)NCCc2ccccc2)n1
19.2 | -0.6 | COc1ccc(S(=O)(=O)N2c3cc(C)ccc3OCC2C(C)(C)C)cc1 (stereo unspecified)
27.5 | -0.2 | COc1cccc(/C=C2\SC(=S)N(CCCC(=O)NC3=NCCS3)C2=O)c1
2.3 | -0.2 | O=C(Nc1ccc2ccccc2c1)c1cnccn1
8.0 | -0.9 | O=C(Nc1ccc(Cl)c(S(=O)(=O)N2CCOCC2)c1)c1cc(=O)[nH]c2ccccc12
4.8 | 0.0 | Cc1ccc(Cc2ccc(C(=O)NNC(N)=S)o2)cc1
6.7 | -2.0 | Cc1ccc(S(=O)(=O)/N=C(/Nc2ccc3[nH]c(=O)[nH]c3c2)c2ccc(F)cc2)cc1
20.0 | 0.7 | CC1CC(C)(C)NC(=S)N1CCC(=O)N1c2ccccc2CC1C (stereo unspecified)
1.5 | -1.3 | COC(=O)CSc1nc(NC#N)nc(NC(C)(C)C)n1
4.0 | -0.1 | O=C(NCCOc1ccccc1)C1CCC(=O)N(CCN2CCOCC2)C1 (stereo unspecified)
11.4 | -0.3 | Cc1cc(=O)oc2cc(OCC(O)Cn3ccnc3)ccc12 (stereo unspecified)
0.4 | -0.2 | Cc1cc(C)nc(N2CCC(C(=O)Nc3ccc4c(c3)OCCO4)CC2)n1
9.2 | -0.2 | O=C(O)c1ccc(NC(=O)c2cccc(S(=O)(=O)Nc3ccc(C(=O)O)cc3)c2)cc1
16.3 | -1.0 | Cc1cc(NC(=O)Nc2ccc(Cl)c(Cl)c2)n(-c2ccccc2)n1
14.5 | -2.5 | O=C(NCCCn1ccnc1)c1ccc2c(c1)OCCO2
3.0 | -1.1 | C=CCNC(=S)N1CCc2[nH]c3ccccc3c2C1
25.5 | -2.1 | C=CCn1c2ccccc2c2nnc(SCC(=O)Nc3cc(C)on3)nc21
2.7 | -0.9 | CC(C)(C)c1ccc(OC(=O)N2CCOCC2)cc1

OX1R antag, what is marked active above
OX1R antag | STK33 inh | SMILES
73.2* | -1.3 | CCC1CN(S(=O)(=O)c2cc(-c3cc(C)no3)ccc2OC)c2cc(C)ccc2O1 (stereo unspecified)

Next section.
OX1R antag | STK33 inh | SMILES
11.8 | -0.4 | Cc1nc2ccc(S(=O)(=O)NC(C(=O)N3CCC(C)CC3)C(C)C)cc2s1 (stereo unspecified)
10.1 | 0.5 | COc1ccc(OCc2n[nH]c(=S)n2N)cc1
20.6 | -0.4 | O=C(NN=C1CCCC1)c1ccn[nH]1
10.4 | -0.3 | COc1ccnc(Oc2ccc(F)cc2)c1C(=O)N/C=N/OCc1cccc(F)c1
5.4 | -3.5 | COc1ccccc1C(=O)C1CCCN(C(=O)c2ccccn2)C1 (stereo unspecified)
2.2 | -0.3 | CCOC(=O)N1CCN(S(=O)(=O)c2c(C(=O)N3CCCCC3)c(C)n(C)c2C)CC1
11.2 | -1.3 | CC(C)c1csc(CN2CCN(Cc3ccc(F)c(F)c3)C(CCO)C2)n1 (stereo unspecified)
6.1 | -1.2 | CC(NC(=O)c1ccco1)c1cccc2ccccc12 (stereo unspecified)
3.2 | -0.7 | CC(C)c1ccc(NC(=O)c2cc(S(=O)(=O)N3CCCCC3)c[nH]2)cc1
6.5 | -1.7 | N#C/C(=C\Nc1ccccc1SC(F)(F)F)c1nc(-c2ccccc2)cs1
7.4 | 0.1 | C=CCN1CCN(C(=O)CCCc2ccccc2)CC1
2.2 | 0.8 | COc1ccc(-c2noc(CCC(=O)NCc3ccco3)n2)cc1

Some values from above:
N#C/C(=C\Nc1ccccc1SC(F)(F)F)c1nc(-c2ccccc2)cs1 – OX1R antag = 6.5
Cc1nc2ccc(S(=O)(=O)NC(C(=O)N3CCC(C)CC3)C(C)C)cc2s1 (stereo unspecified) – OX1R antag = 11.8
CCOC(=O)N1CCN(S(=O)(=O)c2c(C(=O)N3CCCCC3)c(C)n(C)c2C)CC1 – STK33 inh = -0.3
COc1ccccc1C(=O)C1CCCN(C(=O)c2ccccn2)C1 (stereo unspecified) – STK33 inh = -3.5

Continuation.
OX1R antag | STK33 inh | SMILES
-9.0 | -0.1 | Cc1c(NC(=O)c2cccnc2Cl)c(=O)n(-c2ccccc2)n1C
13.6 | 2.5 | O=C(Nc1ccc(Cl)cc1)C1CCCN(c2ncnc3c2nc2n3CCCCC2)C1 (stereo unspecified)
0.6 | 0.2 | Cc1ccc(S(=O)(=O)N2CCN(c3ccc(C(F)(F)F)cc3[N+](=O)[O-])CC2)cc1
50.5 | · | COc1cc(OC)c(OC)cc1CN(C)C(c1ccccc1)c1nnnn1-c1ccccc1C (stereo unspecified)
3.4 | 0.0 | CCOC(=O)C1(c2nc(N)cs2)COC(=O)C1 (stereo unspecified)
-0.1 | 2.1 | O=C(c1c[nH]c(C(=O)C(Cl)(Cl)Cl)c1)c1ccccc1F
13.9 | 0.7 | Clc1ccc2nc(-c3ccc(Cl)nc3)[nH]c2c1
14.0 | · | COC(=O)[C@]1(Cc2ccccc2)N[C@H](CN(C)C(=O)c2ccc(F)cc2)[C@@H]2C(=O)N(C)C(=O)[C@@H]21
29.6 | -1.7 | O=C(NC1CC1)c1cc2ccccc2o1
19.0 | · | CCCc1cc(=O)[nH]c(SCC(=O)N(CCOC)c2c(N)n(Cc3ccccc3)c(=O)[nH]c2=O)n1
30.8 | 0.3 | O=C1[C@H]2[C@@H](c3ccc(Cl)cc3)N3C(=O)N(c4cccc(F)c4)C(=O)[C@@]3(Cc3ccc(Cl)cc3)[C@H]2C(=O)N1C1CCCCC1
59.4 | 0.1 | CC(C)c1ccccc1-n1c(SCc2cc(=O)oc3ccc4ccccc4c23)nnc1-c1cccnc1
31.2 | -1.4 | O=[N+]([O-])c1ccccc1Nc1c2ccccc2nc2ccccc12
19.9 | 2.7 | COc1cccc(/C=C/C(=O)NNC(=O)CCN2CCN(Cc3ccccc3)CC2)c1
9.0 | 4.6 | Cc1ccc2c(c1)/C(=C/c1ccccc1)C(=O)N2
14.0 | -0.7 | CCOC(=O)N1CCN(C(=O)COC(=O)CNC(=O)c2ccc(Cl)cc2Cl)CC1
19.2 | -0.7 | c1ccc(C2CC(c3cccs3)Nc3nnnn32)cc1 (stereo unspecified)
9.9 | -1.1 | CCOC(=O)c1nccnc1C(=O)Nc1cccc(C(F)(F)F)c1
13.7 | 1.4 | Cc1nc(-c2cccs2)sc1C(=O)O
6.4 | -1.4 | CCOc1ccc(/C=C/C(=O)c2ccc(-c3ccccc3)cc2)cc1
7.9 | -1.3 | N#Cc1ccc[n+](CC(=O)c2ccc(Cl)cc2)c1
14.2 | -1.0 | Cn1c2c(c(=O)n(C)c1=O)C(CC(=O)Nc1ccccc1F)C(=O)N2 (stereo unspecified)
36.4 | -5.3 | CCN(CC)c1ccc(NC2=C(Cl)C(=O)c3ccccc3C2=O)cc1
2.0 | 0.2 | O=C(CCc1nc(-c2ccccc2F)no1)NCCN1CCc2ccccc2C1
27.2 | 0.2 | COc1cccc(-c2nc(CS(=O)(=O)CC(=O)NCCc3ccc(OC)c(OC)c3)c(C)o2)c1
17.8 | 0.1 | CC(CCc1ccccc1)NCC(O)c1cccc([N+](=O)[O-])c1 (stereo unspecified)
16.1 | 0.4 | O=C(NCCO)c1cccc(Cl)c1
1.5 | -1.7 | O=C(COC(=O)c1ccc2ncsc2c1)Nc1ncc(Cl)cc1Cl
23.2 | 0.1 | Cc1ccc(OCC(=O)Nc2ccon2)c([N+](=O)[O-])c1
15.7 | · | CN(CCc1cnn(C)c1)Cc1cn(C)nc1-c1ccccc1F
9.7 | 3.7 | Cc1ccc(C2C(C#N)=C(N)SC(N)=C2C#N)o1
6.3 | -1.1 | CN(C)C(CNc1nnnn1-c1ccccc1)c1ccco1 (stereo unspecified)
21.9 | -2.2 | O=C(N/N=C/c1ccc2c(c1)OCO2)C(O)c1ccccc1 (stereo unspecified)
21.7 | -0.4 | Cc1ccc(-c2cccc(C(=O)NCc3ccccc3)n2)c2ccccc12
10.9 | -1.1 | Cc1cccc(NC(=S)NC(=O)/C=C/c2ccco2)c1
16.7 | -3.0 | COc1ccc(C2C(C(=O)NCc3ccco3)CCC(=O)N2c2ccc(OC)cc2)cc1 (stereo unspecified)
21.8 | 0.2 | CCc1cc2c(=O)c(-c3cnn(-c4ccccc4)c3)coc2c(CN2CCOCC2)c1O

4 compounds drawn at random from the list so far:
OX1R antag | STK33 inh | SMILES
10.9 | -1.1 | Cc1cccc(NC(=S)NC(=O)/C=C/c2ccco2)c1
17.8 | 0.1 | CC(CCc1ccccc1)NCC(O)c1cccc([N+](=O)[O-])c1 (stereo unspecified)
23.2 | 0.1 | Cc1ccc(OCC(=O)Nc2ccon2)c([N+](=O)[O-])c1
15.7 | · | CN(CCc1cnn(C)c1)Cc1cn(C)nc1-c1ccccc1F
